From PubChem
ROS inducer: ROS inducers in U2OS cancer cells, primary screen, cell-based, H2DCF-DA fluorescence. hit rate 2% among 46,000. ROS induction (% of piperlongumine), % at 10 µM. U2OS ROS induction; in the data active means ROS induction above about 79%, passing the limit was not always enough;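 further: 0% = DMSO vehicle median and 100% = reference compound median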
* hit, by the source's call. Only part of the results is shown; rates above refer to the full screens.

SMILES	ROS inducer
C[C@H](CO)N1C[C@H](C)[C@H](CN(C)C(=O)Nc2ccc3c(c2)OCO3)Oc2ccc(NC(=O)C3CC3)cc2C1=O	4.5
C[C@@H]1CN([C@@H](C)CO)C(=O)c2cccc(NC(=O)c3ccc(-c4nccs4)cc3)c2O[C@H]1CN(C)C	-1.4
C[C@H]1CN([C@@H](C)CO)C(=O)c2cc(NC(=O)CCCCCC(=O)Nc3ccccc3N)ccc2O[C@H]1CN(C)Cc1ccc(-c2ccccc2)cc1	14.5
COc1cc(/C=C/C(=O)O)cc(OC)c1OC	-13.0
COc1ccc(S(=O)(=O)Nc2cccc3c2O[C@H](CN(C)C(=O)Nc2ccccc2)[C@H](C)CN([C@H](C)CO)C3=O)cc1	-7.4
C[C@@H]1CN([C@@H](C)CO)C(=O)c2cccc(N(C)C)c2O[C@H]1CN(C)Cc1ccc(C(=O)Nc2ccccc2N)cc1	6.4
Cc1noc(C)c1NC(=O)Nc1ccc2c(c1)C(=O)N([C@H](C)CO)C[C@H](C)[C@H](CN(C)S(=O)(=O)c1cn(C)cn1)O2	3.4
COc1cc([C@H](Cc2ccccc2)NC(C)=O)oc(=O)c1	0.8
C[C@H]1CN([C@@H](C)CO)C(=O)CCCn2nncc2CO[C@H]1CN(C)Cc1cccnc1	-10.0
COc1ccc(OC)c(NC(=O)c2c(NC(=O)c3ccco3)sc3c2CCC3)c1	-10.4
CC(Oc1ccccc1)C(=O)Nc1cccc(-c2nnc(-c3ccccc3)o2)c1 (centres undefined)	14.9
C[C@H](CO)N1C[C@H](C)[C@H](CN(C)C(=O)NC2CCCCC2)Oc2ccc(NC(=O)Nc3ccccc3)cc2CC1=O	5.8
C[C@@H]1CCCCO[C@@H](CN(C)C)[C@@H](C)CN([C@H](C)CO)C(=O)c2cc(NC(=O)Nc3ccc(F)cc3)ccc2O1	5.0
N#C[C@@H](O[C@@H]1O[C@H](CO)[C@@H](O)[C@H](O)[C@H]1O[C@@H]1O[C@H](CO)[C@@H](O)[C@H](O)[C@H]1O)c1ccccc1	8.8
CC(C)NC(=O)Nc1ccc2c(c1)C(=O)N([C@H](C)CO)C[C@@H](C)[C@H](CN(C)S(=O)(=O)c1ccccc1)O2	-4.0
C=CCNC(=O)[C@@H]1[C@H]2C(=O)O[C@H](c3ccccc3)[C@H](c3ccccc3)N2[C@H](c2ccccc2OCCO)[C@@]12C(=O)N(C(=O)OCCOC)c1ccc(C#CC3(O)CCCCCC3)cc12	98.0*
O=C(NO)c1ccc(C(=O)N/N=C/c2cccnc2Cl)cc1	-18.5
COC(=O)CCCCCCC(=O)N/N=C/c1ccc(OC)cc1O	30.9
CCOc1ccc(C)cc1S(=O)(=O)n1cnc2ccccc21	-12.8
N=c1oc2ccccc2cc1C(=O)Nc1ccc(F)cc1	26.1
Cc1noc(C)c1NC(=O)Nc1ccc2c(c1)C(=O)N([C@@H](C)CO)C[C@@H](C)[C@@H](CN(C)S(=O)(=O)c1ccc(F)cc1)O2	-7.7
COc1ccc(NC(=O)N(C)C[C@H]2OCCCC[C@@H](C)Oc3ccc(NC(=O)Nc4ccc(C(F)(F)F)cc4)cc3C(=O)N([C@H](C)CO)C[C@@H]2C)cc1	41.5
C[C@H]1CN([C@@H](C)CO)C(=O)c2cc(NC(=O)Cc3ccccc3)ccc2O[C@@H]1CN(C)S(=O)(=O)c1ccc(Cl)cc1	12.6
Cc1cn(S(=O)(=O)c2ccc(F)cc2)cn1	13.2
CC(C)C(O)(C(=O)OCc1ccc(O[C@@H]2O[C@H](CO)[C@@H](O)[C@H](O)[C@H]2O)cc1)C(C)O (some centres undefined)	-7.0
CN(CC(=O)Nc1ccc(C(F)(F)F)cc1)S(=O)(=O)c1ccc(Br)cc1	-15.1
C[C@@H]1CN([C@H](C)CO)C(=O)c2cc(NC(=O)Nc3ccc4c(c3)OCO4)ccc2O[C@H]1CN(C)C(=O)Nc1ccc(F)cc1	-1.8
COc1ccc(S(=O)(=O)N(C)C[C@H]2Oc3c(NS(=O)(=O)c4cn(C)cn4)cccc3C(=O)N([C@H](C)CO)C[C@@H]2C)cc1	-8.9
C[C@@H]1CN([C@H](C)CO)C(=O)CCCn2cc(nn2)CO[C@H]1CN(C)Cc1cccc(O)c1	-6.7
Cc1cc(C)c(N=C(N)NN)cc1C	9.6
CCOC(=O)c1cnc2ccc(OCC)cc2c1NC(C)CC (centres undefined)	41.7
O=C(Nc1ccc(-c2cnco2)cc1)c1ccc(F)cc1F	-11.1
COc1ccc(NC(=O)c2ccn[nH]2)cc1	-6.8
O=C(OC1(C#CCN2CCCCC2)CCCCC1)c1ccccc1	19.3
CC(C)NC(=O)N(C)C[C@@H]1Oc2ccc(NC(=O)Nc3ccc(C(F)(F)F)cc3)cc2C(=O)N([C@@H](C)CO)C[C@H]1C	-12.9
C[C@@H]1CN([C@H](C)CO)C(=O)c2cccc(NS(=O)(=O)c3cccs3)c2O[C@H]1CN(C)C(=O)Nc1ccc(F)cc1	12.6
C[C@@H]1CN([C@@H](C)CO)C(=O)Cc2cc(NS(=O)(=O)c3ccc(Cl)cc3)ccc2O[C@@H]1CN(C)Cc1ccc(Cl)c(Cl)c1	10.2
C[C@H](CO)N1C[C@H](C)[C@H](CN(C)Cc2ccc(Oc3ccccc3)cc2)Oc2ccc(NC(=O)c3ccncc3)cc2CC1=O	-7.4
Cc1ccc(S(=O)(=O)NC2=NCN(C)CN2)cc1	11.9
C[C@H]1CN([C@@H](C)CO)C(=O)CCCn2nncc2CO[C@H]1CN(C)Cc1ccc(C(F)(F)F)cc1	11.6
Cc1cc(C)c(S(=O)(=O)N(C)CC(=O)Nc2cc([N+](=O)[O-])ccc2C)c(C)c1	8.8
O=C(CSc1nc(N2CCCCC2)nc(N2CCCCC2)n1)N1CCc2ccccc21	-8.2
COc1ccccc1OCC(O)CO (centres undefined)	-7.5
Cc1cc(Br)ccc1NC(=O)CN(C)S(=O)(=O)c1ccc(Cl)cc1	134.8*
C[C@@H]1CN([C@@H](C)CO)C(=O)c2cccc(NS(C)(=O)=O)c2O[C@@H]1CN(C)Cc1ccc(C(=O)Nc2ccccc2N)cc1	-1.7
COc1ccc(NC(=S)N2CCN(Cc3c(C)nn(C)c3C)CC2)cc1OC	-2.2
O=C(NCc1ccc2c(c1)OCO2)c1sc(=S)n2c1[nH]c(=O)c1ccccc12	36.7
C/C(=C/COc1c(OC2OC(CO)C(O)C(O)C2O)ccc2ccc(=O)oc12)CO (centres undefined)	-12.5
COc1cc(-c2cc(=O)c3c(O)c(OC)c(OC)c(O)c3o2)ccc1O	36.9
CCn1c(SCC(=O)Nc2ccc([N+](=O)[O-])cc2C)nnc1-c1ccc(Cl)cc1	-3.1

Part of the list above in order of molecular weight, low to high.
SMILES	ROS inducer
Cc1ccc(S(=O)(=O)NC2=NCN(C)CN2)cc1	11.9
COc1cc([C@H](Cc2ccccc2)NC(C)=O)oc(=O)c1	0.8
CCOc1ccc(C)cc1S(=O)(=O)n1cnc2ccccc21	-12.8
O=C(NO)c1ccc(C(=O)N/N=C/c2cccnc2Cl)cc1	-18.5
O=C(NCc1ccc2c(c1)OCO2)c1sc(=S)n2c1[nH]c(=O)c1ccccc12	36.7
COc1ccc(OC)c(NC(=O)c2c(NC(=O)c3ccco3)sc3c2CCC3)c1	-10.4
C[C@@H]1CN([C@H](C)CO)C(=O)CCCn2cc(nn2)CO[C@H]1CN(C)Cc1cccc(O)c1	-6.7
N#C[C@@H](O[C@@H]1O[C@H](CO)[C@@H](O)[C@H](O)[C@H]1O[C@@H]1O[C@H](CO)[C@@H](O)[C@H](O)[C@H]1O)c1ccccc1	8.8
CC(C)NC(=O)Nc1ccc2c(c1)C(=O)N([C@H](C)CO)C[C@@H](C)[C@H](CN(C)S(=O)(=O)c1ccccc1)O2	-4.0
C[C@@H]1CCCCO[C@@H](CN(C)C)[C@@H](C)CN([C@H](C)CO)C(=O)c2cc(NC(=O)Nc3ccc(F)cc3)ccc2O1	5.0
C[C@@H]1CN([C@@H](C)CO)C(=O)c2cccc(N(C)C)c2O[C@H]1CN(C)Cc1ccc(C(=O)Nc2ccccc2N)cc1	6.4
C[C@@H]1CN([C@H](C)CO)C(=O)c2cccc(NS(=O)(=O)c3cccs3)c2O[C@H]1CN(C)C(=O)Nc1ccc(F)cc1	12.6

Carrying on:
SMILES	ROS inducer
C[C@@H]1CN([C@@H](C)CO)C(=O)Cc2cc(N(C)C)ccc2O[C@@H]1CN(C)S(C)(=O)=O	-11.1
COc1ccc(CCNC(=O)Nc2ccc(Cl)cc2)cc1OC	-14.5
COC(=O)c1c(NC(=O)c2ccc(OC)c(OC)c2)sc2c1C(C(=O)OC)CC2 (centres undefined)	12.7
COc1ccc(NC(=O)N(C)C[C@H]2Oc3ccc(NC(=O)Nc4ccc(C(F)(F)F)cc4)cc3C(=O)N([C@H](C)CO)C[C@H]2C)cc1	23.8
Cc1cc(NC(=O)c2cccc(S(=O)(=O)N3CCOCC3)c2)no1	-8.5
C[C@H](CO)N1C[C@H](C)[C@@H](CN(C)CC2CC2)Oc2c(NC(=O)Nc3ccc4c(c3)OCO4)cccc2C1=O	15.6
CCN(C(=O)Cn1c(-c2nonc2N)nc2ccccc21)c1ccccc1	11.9
C[C@H]1CN([C@@H](C)CO)C(=O)Cc2cc(NC(=O)NC3CCCCC3)ccc2O[C@@H]1CN(C)Cc1ccccc1	8.4
O=C(NCCc1cccs1)N1CCN(C2c3ccccc3-c3ccccc32)CC1	0.1
C[C@@H]1CN([C@H](C)CO)C(=O)Cc2cc(NC(=O)C3CC3)ccc2O[C@@H]1CN(C)S(=O)(=O)c1cccs1	-12.1
COc1ccc(S(=O)(=O)Nc2cccc3c2O[C@@H](CN(C)Cc2ccc(C(=O)Nc4ccccc4N)cc2)[C@H](C)CN([C@H](C)CO)C3=O)cc1	10.5
COc1c(F)c(F)c(C(=O)O)c(Nc2ccc(C)cc2C)c1F	2.0
CSc1nnc(Cn2c(=O)sc3ccccc32)n1-c1ccccc1C	-8.8
COc1ccc(S(=O)(=O)N(C)C[C@@H]2Oc3ccc(NS(=O)(=O)c4cn(C)cn4)cc3CC(=O)N([C@@H](C)CO)C[C@@H]2C)cc1	-6.0
O=C(NCc1cccnc1)c1ccc(-c2ccccc2[N+](=O)[O-])o1	1.8
COc1ccc(NC(=O)N(C)C[C@@H]2Oc3c(NC(=O)CCCCCC(=O)Nc4ccccc4N)cccc3C(=O)N([C@@H](C)CO)C[C@@H]2C)cc1	-8.0
C[C@@H]1CN([C@H](C)CO)C(=O)c2cccc(NC(=O)Nc3ccccc3)c2O[C@@H]1CN(C)CC1CCCCC1	-2.6
Cc1ccc(S(=O)(=O)Nc2cccc3c2O[C@H](CN(C)C(=O)Nc2c(C)noc2C)[C@H](C)CN([C@H](C)CO)C3=O)cc1	1.8
N=C1/C(=C/c2ccc(OCCOc3ccccc3)c(Cl)c2)C(=O)N=C2SC=CN12	-4.1
COc1ccc(S(=O)(=O)Nc2ccc3c(c2)C(=O)N([C@@H](C)CO)C[C@@H](C)[C@H](CN(C)CC2CCCCC2)O3)cc1	13.6
C[C@H]1CN([C@@H](C)CO)C(=O)CCCn2nncc2CO[C@H]1CN(C)Cc1ccncc1	1.4
S=c1nccc(-c2ccc3c(c2)CCO3)[nH]1	27.0
COc1ccc(S(=O)(=O)Nc2ccc3c(c2)CC(=O)N([C@@H](C)CO)C[C@H](C)[C@H](CN(C)S(=O)(=O)c2cn(C)cn2)O3)cc1	-0.4
C[C@@H]1CN([C@H](C)CO)C(=O)Cc2cc(NS(C)(=O)=O)ccc2O[C@@H]1CN(C)C(=O)Nc1ccc(F)cc1	4.5
CC(C)NC(=O)N(C)C[C@H]1Oc2c(NC(=O)Nc3ccc4c(c3)OCO4)cccc2C(=O)N([C@@H](C)CO)C[C@H]1C	90.1*
S=C(c1ccc(Cl)cc1)N1CCCCC1	15.3
C[C@@H]1CN([C@H](C)CO)C(=O)CCCn2cc(nn2)CO[C@H]1CN(C)S(=O)(=O)c1ccc2c(c1)OCCCO2	26.8
CSc1ccccc1NC(=O)CN(c1ccccc1Br)S(C)(=O)=O	-5.6
O=c1c(-c2ccccc2)c(O)cc(-c2ccc(F)cc2)n1-c1ccccc1	46.5
O=c1[nH]c(CSc2nnc(-c3ccccc3)o2)nc2ccccc12	-6.1
COc1ccc(OC)c(-c2nc(C)sc2CC(=O)O)c1	-13.7
C[C@@H]1CCCCO[C@H](CN(C)C(=O)CCCN(C)C)[C@@H](C)CN([C@H](C)CO)C(=O)c2cc(NC(=O)CCCN(C)C)ccc2O1	-6.6
C[C@@H]1CN([C@H](C)CO)C(=O)c2cc(NC(=O)Cn3cnnn3)ccc2O[C@H]1CN(C)Cc1ccc(Cl)c(Cl)c1	-6.2
O=C(N/N=C\c1ccc2ccccc2n1)c1ccccn1	6.9
O=C(Cn1ncc2ccccc21)NC1CCCc2ccccc21 (centres undefined)	-3.4
C[C@@H]1CC[C@]2(C(=O)O[C@@H]3O[C@H](CO)[C@@H](O)[C@H](O)[C@H]3O)CC[C@]3(C(=O)O)C(=CCC4[C@@]5(C)CC[C@H](OC6OC[C@@H](O)[C@H](O)[C@H]6O)C(C)(C)C5CC[C@]43C)C2[C@H]1C (some centres undefined)	-7.6
O=C(Oc1ccccc1/C=C1/N=C2CCCCCN2C1=O)c1ccccc1Cl	60.9
COc1ccc(OC)c(NC(=O)C2CCCNC2=O)c1 (centres undefined)	-1.4
O=C1CON(c2ccc(Cl)c(Cl)c2)C(=O)N1	-7.0
C[C@@H]1CN([C@H](C)CO)C(=O)c2cc(NC(=O)Nc3cccc4ccccc34)ccc2O[C@@H]1CN(C)Cc1ccc2c(c1)OCO2	-6.3
COc1ccc(NC(=O)N(C)C[C@H]2Oc3ccc(NC(=O)Nc4ccc5c(c4)OCO5)cc3CC(=O)N([C@@H](C)CO)C[C@H]2C)cc1	-9.4
COc1ccc([N+](=O)[O-])cc1N(CC(=O)Nc1cccc(Br)c1)S(C)(=O)=O	0.8
COc1ccc(S(=O)(=O)N(C)C[C@@H]2Oc3ccc(NC(=O)c4ccncc4)cc3CC(=O)N([C@H](C)CO)C[C@H]2C)cc1	0.1
Cc1cc(C)c(S(=O)(=O)Nc2c(C)[nH]c(=O)[nH]c2=O)c(C)c1	-3.2
CCOc1ccccc1Nc1nc(N)nc(CSc2nccc(C)n2)n1	1.3
CCOC(=O)CSc1nc2cc(Cl)c(Cl)cc2n1CC	-7.5
COC(=O)c1c(NC(=O)c2nc3nc(C)cc(C(F)F)n3n2)sc2c1CCC2	33.8
